Furin inhibitor – human furin inhibitors, primary screen, biochemical, fluorescence intensity | inhibition, % at 30 µM | 220,000 compounds, 0.061% hits | P09958 | purified furin, fluorogenic substrate cleavage; in the data active means inhibition above about 25%; further: inactives centre near -15
PERK inh – block of dimerizer-induced PERK translation repression, primary screen, PERK inhibitor project, CHO PERK-DD cells, SEAP luminescence, HTS | inhibition, % at 5.6 µM | 220,000 compounds, 0.17% hits | CHO PERK-DD fusion, SEAP luminescence translation reporter | AID 1416, 2008 | Eukaryotic translation initiation factor 2-alpha kinase 3 (Homo sapiens), Q9NZJ5;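 active means inhibition above the mean inhibition of all tested compounds plus 3 SD, set separately per screening campaign, cut at about 2.9% in these data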;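 further: PERK kinase domain activated by AP20187 dimerizer at 100 nM; 0% = DMSO with dimerizer and 100% = rapamycin at 8.4 µM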
Calpain2 inh – inhibitors of pig calpain II, primary screen, biochemical, fluorogenic peptide substrate, 1536-well | purified calpain II, 30 min | inhibition, % at 16 µM | 220,000 compounds, 0.37% hits;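 active means inhibition above about 50%, limit read from the data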
hK5 inh – human KLK5 protease inhibitors, primary screen, biochemical, 1536-well; Kallikrein-5 (Homo sapiens), Q9Y337; 210,000 compounds, 0.59% hits; recombinant hK5, fluorogenic AMC substrate cleavage; inhibition, % at 5 µM;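 active means inhibition of 40% or more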;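 further: 0% = enzyme controls without compound and 100% = no-enzyme blanks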
KCC2 mod – KCC2 cotransporter modulators, thallium flux, primary screen, cell-based, HEK293 KCC2, FluoZin-2 fluorescence, MLSMR | Solute carrier family 12 member 5 (Homo sapiens), Q9H2X9 | KCC2 cells, thallium flux FluoZin-2 fluorescence | B-score of Tl+ flux slope (higher = more flux/activation; lower = inhibition) at 10 µM | 190,000 compounds, 2.2% hits;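 active means thallium flux slope and its plate-corrected score both differing from the plate sample mean at a set confidence after two filtering rounds, in either direction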;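 further: slope of fluorescence scaled to starting intensity during 10 to 20 s after thallium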
FXIIa inh 1536 – human FXIIa protease inhibitors, primary screen, biochemical, 1536-well. Coagulation factor XII (Homo sapiens), P00748. inhibition, % at 5 µM. 220,000 compounds, 0.3% hits. purified FXIIa, Boc-QGR-AMC fluorogenic substrate, 2 h; in the data active means inhibition above about 40%;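 further: 0% = enzyme with no compound and 100% = blank without enzyme; many of its hits are not listed in these tables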
Thrombin inh – human alpha-thrombin inhibitors, primary screen, counter-screen for coagulation protease inhibitor project, biochemical, 1536-well, fluorogenic AMC substrate | Boc-VPR-AMC fluorogenic substrate cleavage | inhibition, % at 5 µM | 220,000 compounds, 0.26% hits;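 active means inhibition at or above 40%; inactive means inhibition below 40%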;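 further: 0% = enzyme with no compound and 100% = wells without enzyme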
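System: Human alpha-thrombin protein | Medium: pH 7.5 Tris (50 mM) with NaCl 150 mM, Tween 20 0.05% | Times: Enzyme reaction carried out at room temperature | Detection: AMC fluorescence, 355/460 nm | Evaluation: Percent inhibition scaled between no-compound controls and no-enzyme blanks | Benchmarks: Enzyme without compound as high, wells lacking enzyme as low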
Rad51 HR inh – human RAD51 strand exchange inhibitors, primary screen, biochemical, fluorescence | DNA repair protein RAD51 homolog 1 (Homo sapiens), Q06609 | 200,000 compounds, 0.085% hits | hRad51 DNA strand exchange, fluorescence dequenching | AID 1385, 2008 | inhibition, % at 10 µM;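 active means inhibition above 40% at the single screening dose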;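 further: 0% = DMSO control wells and 100% = blanks with heterologous ssDNA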
Target sequence (Q06609 whole entry, looked up): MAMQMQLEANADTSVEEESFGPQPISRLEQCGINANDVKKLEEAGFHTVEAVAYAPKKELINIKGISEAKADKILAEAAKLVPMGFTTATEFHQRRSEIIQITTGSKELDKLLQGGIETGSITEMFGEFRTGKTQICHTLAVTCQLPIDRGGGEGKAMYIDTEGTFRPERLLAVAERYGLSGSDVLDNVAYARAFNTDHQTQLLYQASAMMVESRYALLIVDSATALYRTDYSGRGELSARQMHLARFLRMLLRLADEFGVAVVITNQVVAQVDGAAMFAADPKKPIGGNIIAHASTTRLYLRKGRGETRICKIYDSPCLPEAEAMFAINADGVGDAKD
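Material: human Rad51–ssDNA filaments; Probe or stimulus: labelled 47-mer dsDNA for strand exchange; Doses: single 10 µM dose; Incubation: 37 °C 15-min filament assembly, 30-min compound preincubation, 15-min exchange; Technique: FRET fluorescence dequenching, excitation 485 nm, emission 520 nm; Measure: Fluorescence-based percent inhibition, control- and blank-normalised; Benchmarks: plate control and blank wells.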
FXIa inh – human FXIa protease inhibitors, primary screen, biochemical, 1536-well; inhibition, % at 5 µM; AID 798, 2007; 220,000 compounds, 0.14% hits; purified FXIa, Boc-Glu-Ala-Arg-AMC fluorogenic substrate;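 active means inhibition of at least 40%; inactive means inhibition below 40%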;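 further: fluorescence of freed AMC excited at 355 nm; 0% = enzyme without compound and 100% = no enzyme blank; many of its hits are not listed in these tables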
Target sequence (P03951 19-387 limits assumed): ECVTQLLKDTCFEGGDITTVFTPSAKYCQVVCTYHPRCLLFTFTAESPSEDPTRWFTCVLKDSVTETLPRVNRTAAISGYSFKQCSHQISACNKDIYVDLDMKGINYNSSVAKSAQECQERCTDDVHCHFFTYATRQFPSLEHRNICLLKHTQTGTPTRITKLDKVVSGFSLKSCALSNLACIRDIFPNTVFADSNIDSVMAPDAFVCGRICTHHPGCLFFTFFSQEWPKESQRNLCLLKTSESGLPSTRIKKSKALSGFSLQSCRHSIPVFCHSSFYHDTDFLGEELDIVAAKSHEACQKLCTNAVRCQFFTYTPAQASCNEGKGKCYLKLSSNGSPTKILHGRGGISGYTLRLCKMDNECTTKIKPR
Target sequence (P03951 388-625 limits assumed): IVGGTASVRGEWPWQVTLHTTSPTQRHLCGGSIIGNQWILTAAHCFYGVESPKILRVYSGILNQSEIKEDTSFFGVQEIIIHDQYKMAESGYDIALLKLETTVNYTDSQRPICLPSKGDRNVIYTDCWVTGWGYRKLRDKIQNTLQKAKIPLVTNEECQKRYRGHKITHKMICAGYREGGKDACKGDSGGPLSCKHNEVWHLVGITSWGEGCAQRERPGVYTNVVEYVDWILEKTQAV
Starred values were filed as active, the others as inactive; . = not tested or not shown; [ ] = dose if it differs, or a comment. Some of the compounds tested, so the mix of outcomes need not match the whole.

Values run as follows: Furin inhibitor, PERK inh, Calpain2 inh, hK5 inh, KCC2 mod, FXIIa inh 1536, Thrombin inh, Rad51 HR inh, FXIa inh
> O=C1N/C(=N\N=C\c2cccs2)SC1Cc1ccc(Cl)cc1 (centres undefined)
  -12, 1.0, 2, -8, 0.68, 12, -16, 1, 2
> COCCCn1c(-c2ccc(S(=O)(=O)N3CCOCC3)cc2)csc1=Nc1ccccc1
  -19[20 µM], 1.1, -11, 4, ., 3, -1, ., -1
> O=c1[nH]nc(CSCc2ccccc2Cl)[nH]1
  -21[20 µM], 0.5, -14, -30, 1.5, 2, -12, -1, -3
> O=c1cc(NS(=O)(=O)c2ccccc2)nc(SCc2ccc(Cl)cc2)[nH]1
  -19, 0.1, -3, -8, 0.074, 1, -10, 10, -13
> CCOC(=O)c1c(-c2ccc(C)cc2)csc1NC1=NS(=O)(=O)c2ccccc21
  -24, 1.6, -153, -7, -0.038, 16, -6, 0, 11
> C=CCn1c(NCc2ccccc2)nc2ccccc21
  -29, -0.4, 9, -22, -0.032, 10, -5, 2, -2
> O=C(Nc1nnc(-c2ccccc2)o1)c1nc2ccccc2s1
  -31, ., -71, -23, 0.0071, 8, -3, -3, 1
> CCCCNC(=S)N1CCN(c2ccc(C(C)=O)cc2)CC1
  -8, 0.9, 13, -2, 0.16, 13, -1, 5, 0
> Cn1c(=O)c2c(SC3CCCC3)nc(C3CC3)nc2n(C)c1=O
  -16, 0.9, 7, -3, ., 13, -5, 5, 6
> CCN1CCN(CC(=O)Nc2sc3c(c2C#N)CCC(C)C3)CC1 (centres undefined)
  -6, -1.1, 8, 5, ., -2, 0, -1, -6
> Cc1cc(C(=O)NN)c2cc(Br)ccc2n1
  -1[20 µM], -0.8, 12, 0, 0.31, -12, -4, 8, -11
> COC(=O)c1ccc(N(C(=O)c2ccco2)C(C(=O)NC2CCCC2)c2ccco2)cc1 (centres undefined)
  7[20 µM], -0.4, 12, -4, 1.3, 21, -3, 2, 19
> CS(=O)(=O)N1CCC(NC(=O)Cc2ccccc2)CC1
  -7, 0.1, 23, 3, -0.015, 6, 3, 5, -3
> Cn1c(=O)[nH]c(=O)c2c1nc(N1CCCCCC1)n2Cc1cccc2ccccc12
  -16, 0.6, 11, -6, ., 13, -7, -3, 1
> Cc1c(Cl)ccc(S(=O)(=O)N2CCN=C2c2ccccc2)c1Cl
  -14, 0.4, 10, 6, 0.00089, 7, -1, -11, 8
> CC1CCc2nc(NC(=O)CCSc3ccccc3)sc2C1 (centres undefined)
  -37, 1.4, 25, 31, ., -4, -6, 7, -12
> Cc1ccc(CNC(=O)C2c3ccccc3C(=O)N3CCc4ccccc4C23)o1 (centres undefined)
  -21, 0.4, 15, 7, ., 15, 1, -8, -1
> CCC(=O)NC(=S)N1CCN(c2ccc([N+](=O)[O-])cc2Cl)CC1
  -10[20 µM], -0.1, 30, 3, 1.8, 21, 0, -9, -3
> C=CCNC(=O)c1onc(CSc2ccccc2CC)c1C(=O)O
  3[20 µM], 1.2, 4, -18, 0.97, -1, -6, 3, -10
> CCCC(=O)c1ccc(N2CCC(C)CC2)c(F)c1
  -20, 0.0, 20, 7, ., 7, -4, 8, 4
> COc1cc(C2=NOC(C(=O)N3CCN(c4ccc(F)cc4)CC3)C2)cc(OC)c1OC (centres undefined)
  -17, -0.5, -44, -10, -0.55, 19, -4, 1, 3
> Cc1ccc(Cl)c(NC(=S)N(CCCN2CCOCC2)Cc2ccco2)c1
  -11[20 µM], -1.0, -2, -9, ., 16, -1, 3, 5
> COc1ccc(NC(=O)Cn2nnc(-c3ccccc3NS(=O)(=O)c3ccc(OC)cc3)n2)cc1
  -14, -0.8, 22, -13, ., 6, -8, -1, 2
> O=C(CSc1nc(-c2ccccc2)c(-c2ccccc2)[nH]1)NCc1ccco1
  -5[20 µM], -1.1, -9, 5, 0.044, 14, -1, 6, 0
> COc1cc(NC(=O)c2cccs2)c(OC)cc1NC(=O)CCC(=O)Nc1cccc2ncccc12
  -13, 0.0, -24, -5, -0.21, 1, -12, -4, -5
> OCCN1CCN(CC(O)COc2ccc(C34CC5CC(CC(C5)C3)C4)cc2)CC1 (centres undefined)
  0, 0.4, -33, -1, 1.6, 14, 5, -1, 8
> Cc1ccc(NC(=O)N2CCN(c3ncccc3C(F)(F)F)CC2)cc1
  -15, 0.6, -4, -1, -0.21, 7, -3, 7, 2
> COc1ccc(NC(C)=O)cc1S(=O)(=O)Nc1ccc2c(c1)OCCO2
  -30, 1.7, -26, ., -0.76, 9, 1, ., 3
> O=C(NNS(=O)(=O)c1ccccc1)c1ccncc1
  -11[20 µM], 0.2, -16, -3, 0.23, 14, 0, -6, 5
> CCOC(=O)C(=O)/C(C#N)=C/Nc1ccc(Cl)cc1
  -16[20 µM], 0.7, -2, 2, ., 15, -2, -4, -14

Profiles, quoted from the list. Order of values: Furin inhibitor	PERK inh	Calpain2 inh	hK5 inh	KCC2 mod	FXIIa inh 1536	Thrombin inh	Rad51 HR inh	FXIa inh
Listed for `O=c1[nH]nc(CSCc2ccccc2Cl)[nH]1` → -21[20 µM]	0.5	-14	-30	1.5	2	-12	-1	-3
Listed for `CCN1CCN(CC(=O)Nc2sc3c(c2C#N)CCC(C)C3)CC1` (centres undefined) → -6	-1.1	8	5	.	-2	0	-1	-6

Continued:
Values run as follows: Furin inhibitor, PERK inh, Calpain2 inh, hK5 inh, KCC2 mod, FXIIa inh 1536, Thrombin inh, Rad51 HR inh, FXIa inh
> OC1(c2cccs2)CN(c2ccc(Cl)cc2)C2=[N+]1CCCS2 (centres undefined)
  -20, 0.0, -16, -8, 0.55, -6, -8, 6, -6
> Cc1cc(C)nc(SC2=CS(=O)(=O)c3ccccc32)n1
  -15[20 µM], 1.1, -24, -4, -0.081, 13, 3, -7, 3
> CN(C)/C=N/S(=O)(=O)c1ccc(Cl)c(Cl)c1
  -13, 0.4, 18, 7, 0.04, 6, 0, 5, -10
> O=C(CC1C(=O)NCCN1CC(c1ccccc1)c1ccccc1)NC1CC1 (centres undefined)
  -24, 0.9, -11, ., -0.34, 4, 0, 9, 1
> CCOC(=O)N1CCC(NC(=O)c2cc3c(-c4cccc(OC)c4)nn(C)c3s2)CC1
  -17, 0.8, -236, -18, -1.4, 13, -1, 0, -4
> Cc1ccc(-n2ncc(Br)c(Br)c2=O)cc1
  -9, -0.3, 21, -9, -3.7, 5, 1, 6, -3
> CCC1C(=O)CC(c2ccco2)NC1c1ccco1 (centres undefined)
  -14[20 µM], 0.2, -12, -8, ., 15, 2, -8, 5
> O=C(CCNC(=O)c1ccccc1)N=Nc1c(O)[nH]c2ccccc12
  -8, 0.0, -20, -1, -0.26, 10, 1, 10, 4
> O=C(N/N=C/c1cc([N+](=O)[O-])ccc1O)c1cccc2cc[nH]c12
  10, -0.5, 16, 60*, -0.66, 19, 13, -14, -9
> CC(CN1CCOCC1)OC(=O)CCc1ccccc1 (centres undefined)
  -28, 1.4, -11, 10, -0.9, 7, -5, ., -2
> COc1cc(NC(=O)C2CCCN2S(=O)(=O)c2ccc3c(c2)CCC(=O)N3)cc(OC)c1 (centres undefined)
  -29, 0.6, 2, -1, ., 13, -2, 12, 2
> CN(C)S(=O)(=O)Oc1ccsc1C(=O)Nc1ccc(C(F)(F)F)cc1
  -13, 0.2, -5, -7, -0.65, 3, -2, 0, -4
> O=C(c1cc(S(=O)(=O)N2CCCCC2)ccc1F)N1CCCCC1
  -14, -0.4, -12, -4, 0.34, 22, 3, 5, 5
> COc1ccc2c(c1OC)C(=O)N(c1ccccc1)C2=O
  -12, 0.7, -3, -4, 0.43, 0, -11, 4, -5
> CC(/C=N/NC(=O)Cn1nccc1C)=C\c1ccc(C(C)C)cc1
  -12, -0.7, 36, -1, -0.5, 9, -6, 5, 5
> COC(=O)c1ccc(SCC(=O)N2CCC(C)CC2)c([N+](=O)[O-])c1
  -13, -0.1, 3, -26, 0.2, 8, -4, 4, 1
> COc1ccc(S(=O)(=O)N2CCC(C(=O)Nc3ccc4c(c3)OCCO4)CC2)cc1OC
  -26[20 µM], -1.9, 6, -22, ., 11, 0, -4, -5
> Nc1nnc(C(=O)c2ccccc2N)s1
  -18[20 µM], 0.4, ., ., -0.39, ., ., 7, .
> Cc1ccc(C(=O)N2c3ccccc3N(Cc3ccccc3)C(=O)C2(C)C)cc1
  -2[20 µM], -1.0, 23, 19, 0.96, -7, -2, -2, -5
> CCn1c(CNC(=O)c2ccc3c(c2)OCO3)nnc1SCC(=O)Nc1cc(C)ccc1OC
  -14[20 µM], -1.1, -22, -6, -0.6, 16, -1, -3, -2
> Cc1cc(/C=C(\C#N)C(=O)NCC2CCCO2)c(C)n1-c1ccc(Cl)cc1 (centres undefined)
  -4, -0.9, 24, -16, -0.038, -4, -10, -3, -7
> O=C(Cc1ccc(Br)cc1)N1CCCCCC1
  -11[20 µM], -0.6, -34, 2, ., 14, 0, 25, 3
> c1ccc(-c2ccc(-c3nc(-c4cccnc4)no3)cc2)cc1
  -13, -0.2, 6, 9, -1, 14, 1, -4, 3
> O=C(NC1CCN(S(=O)(=O)c2ccccc2)CC1)C1CCCCC1
  -14[20 µM], 0.0, -9, -5, 1.4, 11, 1, -6, 10
> CCOc1ccc(Nc2nc3cc(S(=O)(=O)CC)ccc3o2)cc1
  -8, -0.5, -18, -6, -0.12, -1, -3, -5, -5
> CCCOc1ccccc1C1NC(=O)NC(C)=C1C(=O)OCCOC(C)C (centres undefined)
  -35, -0.2, 27, -6, ., 21, -3, -4, 17
> CC(C)COC(=O)/C(C#N)=C/c1cn(Cc2ccccc2)c2ccccc12
  -15, 1.7, -9, -11, -0.68, 13, -1, 0, 9

Compound activity as filed in PubChem BioAssay.
